MC4R antag cAMP – antagonists of human melanocortin 4 receptor (MC4R); inhibition, % at 6.5 µM; P32245; actives 0.48% (n = 360,000); AID 540295; MC4R-expressing cells, MTII-stimulated cAMP, LANCE TR-FRET;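 active means inhibition above its plate's cutoff, the mean of tested wells on that plate plus 3 SD, cut at about 29% in these data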;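 further: 0% = Melanotan II alone and 100% = Melanotan II plus saturating MCL0020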
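Assay system: U2OS cells stably expressing human melanocortin 4 receptor (MC4R) / Dosing: 6.5 µM / Timing: compound 30 min, challenge 1 h, detection 1 h / Measured by: Eu-cAMP/anti-cAMP TR-FRET, emission 671 nm / Replicates: singlicate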
Glyco luc inh – N-linked glycosylation inhibition. D54 ERlucT glycosylation luciferase reporter, 24 h; percent of 100 nM tunicamycin response. reporter increase, % at 12.5 µM. actives 0.23% (n = 360,000);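 active means mean luciferase reporter signal, scaled so untreated is 0 and the glycosylation-blocking control 100, at or above a set limit in every replicate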;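 further: luciferase carries N-glycosylation sites so blocking glycosylation raises the light; 0% = median of neutral control wells and 100% = median of 100 nM tunicamycin wells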
HTR2A ag – activates the mouse 5-HT2A serotonin receptor | CHO-K1 mHTR2A beta-arrestin complementation, luminescence; percent of 30 µM serotonin response | activation, % at 7.6 µM | P35363 | actives 0.66% (n = 360,000);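 active means activation above a run cutoff, the mean activation of all tested compounds plus 3 SD, cut at about 14% in these data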;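 further: 0% = plate median of compound wells and 100% = 30 µM serotonin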
NOD2 RIPK2 PPI – blocks binding of human NOD2 to RIPK2 | O43353 | actives 0.38% (n = 360,000) | inhibition, % at 4.98 µM | CHO BLA complementation NOD2-RIPK2, CCF4 ratio; in the data active means inhibition above about 21%;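 further: 0% = vehicle only and 100% = reference blocker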
ABCB6 inh MLPCN – blocks the human ABCB6 transporter | actives 0.19% (n = 360,000) | fluorescence ratio to DMSO, % at 10 µM | K562-ABCB6 porphyrin accumulation, flow cytometry, 1 h; stronger effect = lower value;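 active means fluorescence ratio to DMSO below 75%, the collection mean minus 3 SD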;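 further: signal is porphyrin accumulated inside mitochondria; 100% equals median channel fluorescence of DMSO control wells; lower ratio means ABCB6 inhibition with less porphyrin fluorescence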
ABHD5 PLIN5 PPI – inhibitors of human ABHD5-perilipin-5 interaction; inhibition, % at 4 µM; actives 0.78% (n = 360,000); AID 602281; Split G. princeps luciferase complementation, luminescence, 4 h; Q00G26+Q8WTS1;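 active means inhibition above the mean inhibition across every tested compound plus 3 SD, cut at about 22% in these data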;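 further: 0% = DMSO only wells and the 100% control is not disclosed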
TLR9-MyD88 block – TLR9-MyD88 interaction inhibition; CHO BLA complementation TLR9-MyD88, CCF4 FRET ratio; actives 0.21% (n = 340,000); Q9NR96+Q99836; inhibition, % at 4.98 µM; AID 504734;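 active means inhibition above the mean over all tested compounds plus 3 SD, cut at about 21% in these data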;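 further: 0% = DMSO only wells and 100% = clavulanate BLA inhibitor control wells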
NCOA2 inhibitor – inhibits human steroid receptor coactivator 2; Q15596; HEK293 GAL4-SRC2 luciferase reporter, luminescence; inhibition, % at 9 µM; actives 0.17% (n = 370,000); AID 651957;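 active means inhibition above the mean inhibition of all tested compounds plus 3 SD, set per campaign, cut at about 52% in these data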;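 further: 0% = DMSO treated cells and 100% = cells given Gossypol at 36 µM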
Target sequence (Q15596 whole entry, looked up, the tested form may be a part): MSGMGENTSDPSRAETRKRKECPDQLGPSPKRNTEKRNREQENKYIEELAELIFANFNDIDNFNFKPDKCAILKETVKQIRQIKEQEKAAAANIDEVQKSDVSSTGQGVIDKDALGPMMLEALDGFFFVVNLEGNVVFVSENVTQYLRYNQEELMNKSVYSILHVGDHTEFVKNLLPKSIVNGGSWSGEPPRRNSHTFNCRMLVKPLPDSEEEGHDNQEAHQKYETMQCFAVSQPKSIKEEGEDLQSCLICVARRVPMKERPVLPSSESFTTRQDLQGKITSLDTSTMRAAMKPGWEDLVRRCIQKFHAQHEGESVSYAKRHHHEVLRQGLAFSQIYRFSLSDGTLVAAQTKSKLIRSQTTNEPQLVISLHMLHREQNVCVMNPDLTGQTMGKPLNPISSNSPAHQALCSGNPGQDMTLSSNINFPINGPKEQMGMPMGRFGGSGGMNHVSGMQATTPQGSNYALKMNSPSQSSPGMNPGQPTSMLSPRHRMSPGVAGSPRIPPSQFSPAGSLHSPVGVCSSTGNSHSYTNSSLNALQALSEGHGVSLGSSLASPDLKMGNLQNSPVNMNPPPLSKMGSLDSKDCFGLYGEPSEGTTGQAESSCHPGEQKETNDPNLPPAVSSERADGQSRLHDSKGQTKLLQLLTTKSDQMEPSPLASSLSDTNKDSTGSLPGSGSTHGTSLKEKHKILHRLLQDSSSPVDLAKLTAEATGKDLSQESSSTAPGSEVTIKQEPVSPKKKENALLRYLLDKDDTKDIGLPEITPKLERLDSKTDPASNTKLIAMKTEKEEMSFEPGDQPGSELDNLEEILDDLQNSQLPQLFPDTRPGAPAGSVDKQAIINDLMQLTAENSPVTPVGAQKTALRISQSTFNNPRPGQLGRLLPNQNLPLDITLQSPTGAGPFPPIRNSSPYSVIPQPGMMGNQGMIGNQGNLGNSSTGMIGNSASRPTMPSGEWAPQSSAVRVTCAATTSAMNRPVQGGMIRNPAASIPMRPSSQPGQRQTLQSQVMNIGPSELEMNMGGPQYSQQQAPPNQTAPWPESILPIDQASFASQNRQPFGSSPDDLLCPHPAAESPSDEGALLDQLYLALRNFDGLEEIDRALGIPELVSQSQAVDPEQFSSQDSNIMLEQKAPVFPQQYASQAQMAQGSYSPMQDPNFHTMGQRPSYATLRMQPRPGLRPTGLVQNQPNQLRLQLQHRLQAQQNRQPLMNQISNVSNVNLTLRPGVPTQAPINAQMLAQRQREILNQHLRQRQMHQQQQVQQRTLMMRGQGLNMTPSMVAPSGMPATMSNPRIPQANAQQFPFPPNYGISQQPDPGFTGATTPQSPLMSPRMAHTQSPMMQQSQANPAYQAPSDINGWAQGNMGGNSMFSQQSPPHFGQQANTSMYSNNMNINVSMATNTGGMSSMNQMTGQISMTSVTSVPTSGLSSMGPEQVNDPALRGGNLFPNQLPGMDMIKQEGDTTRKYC
MC4R barr agon – activates human MC4R beta-arrestin recruitment | U2OS MC4R beta-arrestin complementation, luminescence; percent of melanotan II response, DMSO zero | P32245 | actives 0.98% (n = 360,000) | activation, % at 8.9 µM;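 active means activation above a per-plate cutoff, the mean activation of sample wells on that plate plus 3 SD, cut at about 8% in these data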
Cardio protect – protects H9c2 cardiomyocytes from peroxide injury | H2O2 injury protection, ATPLite, 2 h | protection from H2O2 cell death, % at 20 µM | actives 0.63% (n = 360,000) | AID 588492;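 active means compounds giving at least 50% protection of heart cells from peroxide-induced death in the single-dose screen, raw or plate-pattern-corrected value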;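 further: 0% = DMSO wells with peroxide and 100% = DMSO wells without peroxide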
Numbers without * were called inactive; nt = not tested or not shown. An excerpt; rates above refer to the full screens.

Preview (2 entries):
SMILES | MC4R antag cAMP | Glyco luc inh | HTR2A ag | NOD2 RIPK2 PPI | ABCB6 inh MLPCN | ABHD5 PLIN5 PPI | TLR9-MyD88 block | NCOA2 inhibitor | MC4R barr agon | Cardio protect
CS(=O)(=O)c1ccc2nc(NC(=O)CCN3C(=O)c4ccccc4C3=O)sc2c1 | -3 | 0 | -3 | -1 | 90 | 3 | 1 | -16 | -0.6 | 15
CN(C)C(=O)c1ccc(NC(=O)c2cccc(S(=O)(=O)N3CCCc4ccccc43)c2)cc1 | 13 | -5 | -1 | -6 | 93 | -2 | -8 | 14 | 2.0 | -1

Main list, previewed entries included:
SMILES | MC4R antag cAMP | Glyco luc inh | HTR2A ag | NOD2 RIPK2 PPI | ABCB6 inh MLPCN | ABHD5 PLIN5 PPI | TLR9-MyD88 block | NCOA2 inhibitor | MC4R barr agon | Cardio protect
CS(=O)(=O)c1ccc2nc(NC(=O)CCN3C(=O)c4ccccc4C3=O)sc2c1 | -3 | 0 | -3 | -1 | 90 | 3 | 1 | -16 | -0.6 | 15
CN(C)C(=O)c1ccc(NC(=O)c2cccc(S(=O)(=O)N3CCCc4ccccc43)c2)cc1 | 13 | -5 | -1 | -6 | 93 | -2 | -8 | 14 | 2.0 | -1
CCCn1c(Oc2ccccc2)nc2c1c(=O)n(C)c(=O)n2C | -1 | -1 | 3 | -14 | 91 | 6 | -1 | 22 | 0.3 | -5
COc1ccc(CCN2C(=NC(=O)C(C)C)SC3CS(=O)(=O)CC32)cc1OC (stereo not given) | 10 | 1 | 9 | -9 | 94 | 0 | -12 | -7 | -1.1 | -4
CC(=O)c1c(C)n([O-])c2cc(F)c(F)cc2[n+]1=O | 16 | -3 | 10 | 10 | 104 | 4 | 5 | 19 | -3.2 | 1
O=C(CC1C(=O)NCCN1Cc1ccccc1)NC1CCCCC1 (stereo not given) | -2 | 1 | -5 | 0 | 98 | -2 | -1 | 15 | -0.6 | 1
N#Cc1c(-c2ccccc2)ccnc1Oc1ccccc1 | 4 | -2 | -6 | -9 | 97 | -4 | -5 | -74 | -0.8 | -16
COC(=O)N/N=C/c1ccc(Oc2ccccc2)cc1 | 0 | -3 | -1 | -1 | 96 | 3 | -15 | -33 | 0.2 | -6
CC(=O)OCc1c(C(F)(F)F)nn(C)c1Oc1ccccc1 | -8 | -1 | 0 | 3 | 92 | 1 | -5 | 12 | -0.6 | 1
CC(C)CCNC(=O)c1cc2c(=O)n3ccccc3nc2s1 | 3 | 1 | 6 | -2 | 91 | 0 | -5 | -59 | 0.4 | -3
CCN(CC)C(=O)Cn1cc(S(=O)(=O)CC(=O)NCc2ccccc2)c2ccccc21 | 10 | 0 | 2 | -21 | 105 | 0 | -6 | 12 | 2.5 | 4
O=C(Cn1nnc(-c2ccccc2)n1)N/N=C/c1ccc(-c2ccc(Cl)cc2)o1 | 12 | 0 | 0 | -12 | 99 | -5 | -6 | 20 | 9.4* | -7
COc1ccc(N2CCN(C(=O)c3ccc4c(c3)CC(c3ccccc3)OC4=O)CC2)cc1 (stereo not given) | 13 | -1 | -1 | -2 | 100 | -6 | -6 | -20 | -1.1 | -5
Cc1c(Cl)c(-c2n[nH]c(=S)n2Cc2ccco2)nn1C | 0 | -1 | -3 | -1 | 94 | -10 | -5 | 11 | -1.1 | 1
N/C(=N\c1nc2c(c(=O)[nH]1)CCC2)Nc1cccc2ccccc12 | 5 | 1 | -5 | -2 | 97 | -6 | -2 | -28 | -1.9 | -1
O=S(=O)(Nc1cccnc1)c1ccc(Cl)cc1 | -1 | 0 | 4 | -9 | 98 | 12 | -6 | -8 | 0.7 | 4
O=C(C(Cl)Cl)N1CC2CCC(CC2)C1 | 0 | 1 | -1 | -12 | 94 | -5 | -9 | -24 | 0.5 | -1
CCN1CCN(c2nc(Nc3cccc(F)c3)nc(N)c2[N+](=O)[O-])CC1 | 4 | -2 | -5 | 0 | 97 | 0 | -7 | -15 | -3.7 | -1
CCCCOC1(c2ccccc2)OC(=O)c2ccccc21 (stereo not given) | 2 | -3 | -2 | -10 | 101 | -2 | 11 | -10 | -2.8 | -8
CCOC(=O)C1CCCN(C(=O)Cn2sc3nc(C)cc(C)c3c2=O)C1 (stereo not given) | 42* | 0 | 6 | 18 | 100 | 64* | 9 | nt | -1.2 | -41
O=C1CNCc2[nH]c3ccccc3c2N1c1ccccc1 | -1 | 2 | 3 | -5 | 107 | 1 | -1 | 11 | -2.0 | 2
O=C(NCCOc1ccccc1)C(=O)c1c[nH]c2ccccc12 | 8 | 2 | -2 | 7 | 100 | 5 | -5 | -24 | 2.7 | -4
COc1cccc(NC(=S)N(CCCN2CCOCC2)C(C)c2cc3ccccc3o2)c1 (stereo not given) | 3 | 0 | -9 | -10 | 97 | -14 | 1 | -21 | -1.1 | 3
CC(C)CC(N)c1csc(Nc2ncccn2)n1 (stereo not given) | -2 | -8 | 3 | -5 | 92 | 4 | nt | -3 | -0.2 | 1
Cc1cc(C)cc(NC(=S)N(CCN(C)C)Cc2cccs2)c1 | 6 | -2 | -6 | -11 | 92 | 0 | -2 | -53 | -1.8 | -2
COCCN1C(=O)c2oc3ccccc3c(=O)c2C1c1ccc(C(=O)OC)cc1 (stereo not given) | -2 | -5 | -1 | -4 | 88 | -1 | 4 | -2 | 0.2 | 1
O=[N+]([O-])c1ccc(NC2CCCC2)cc1 | -2 | -3 | 3 | -2 | 101 | 2 | -1 | -7 | -2.8 | -3
COc1cc(C(c2nnnn2C2CCCC2)N2CCN(C(=O)c3ccco3)CC2)cc(OC)c1OC (stereo not given) | 0 | -1 | 7 | -3 | 103 | -4 | -3 | -22 | -0.2 | -1
CCc1cccc(C)c1NC(=O)COC(=O)CCn1c(C)csc1=O | 10 | 2 | 2 | 7 | 97 | 3 | 1 | -12 | -0.7 | 0
Fc1ccc(-n2nnnc2-c2cnc(-c3cccs3)nc2C(F)(F)F)cc1 | 21 | -7 | 13 | 8 | 88 | -5 | -8 | 28 | 11* | -14
Cc1ccc(CNc2nc(-c3cccnc3)nc3ccccc23)cc1 | -4 | -1 | -6 | 2 | 99 | 6 | -4 | -3 | 0.9 | -3
COc1cc(C2NC(=O)NC(C)=C2C(=O)OC2CCC(C)CC2)ccc1O (stereo not given) | 9 | 2 | -3 | -7 | 94 | 1 | 5 | -1 | -1.0 | -9
O=[N+]([O-])c1ccc(C=Nc2ccccc2)cc1 | nt | 3 | 2 | -9 | 100 | -7 | nt | -11 | nt | 4
CCn1c(=NC(=O)CSCC(=O)Nc2nccs2)sc2ccccc21 | 11 | 0 | 6 | 1 | 96 | -1 | 6 | -36 | 0.0 | -1
CCOc1ccc(/C=C(/NC(=O)c2ccc(Cl)cc2)C(=O)O)cc1OCC | 8 | 1 | 1 | -6 | 103 | -5 | 0 | -6 | 0.0 | 1
Cc1ccc(C)c2c1cc(C)c1nnc(SCC(=O)c3cccs3)n12 | -6 | 0 | 1 | -8 | 101 | -3 | -1 | 5 | -2.2 | 17
CC(C1CC2CCC1C2)n1c(-c2ccco2)n[nH]c1=S (stereo not given) | 15 | -2 | -1 | -7 | 98 | -8 | 2 | 26 | -0.7 | 5
COc1ccc(N2CC(C)(C)[C@H](CC(=O)Nc3ccccc3)C2=O)cc1 | 0 | 2 | -2 | 2 | 99 | 8 | 0 | 0 | -3.0 | 11
O=C(COc1ccc([N+](=O)[O-])cc1)NC(C(=O)O)C(O)c1cccc([N+](=O)[O-])c1 (stereo not given) | 11 | 3 | 0 | -11 | 95 | 3 | -9 | 9 | -2.0 | -3
CCOC(=O)C(Cc1ccccc1)C(=O)Nc1cccc(C)c1 (stereo not given) | 1 | 5 | 3 | -1 | 94 | 4 | 9 | -8 | -0.5 | 0
C=CCn1c(SCC(=O)NC)nnc1C12CC3CC(CC(C3)C1)C2 | 6 | 8 | -1 | -13 | 100 | 0 | -8 | -13 | -1.4 | 3
Cc1ccc(C)c(OCCC(=O)Nc2cccc(S(=O)(=O)N3CCCC3)c2)c1 | 4 | 1 | -6 | -4 | 82 | -6 | 8 | 3 | -3.8 | -13
C[C@@H]1CN([C@@H](C)CO)C(=O)c2cc(NC(=O)Nc3ccccc3)ccc2O[C@@H](C)CCCCO[C@H]1CN(C)C(=O)Nc1ccc(C(F)(F)F)cc1 | 8 | -4 | 8 | -17 | 98 | -2 | -2 | 4 | -0.3 | -2
Cc1cc(C)cc(CSc2nnc(C)c(=O)[nH]2)c1 | 7 | nt | -1 | -3 | 87 | 9 | 0 | -3 | 1.4 | -3
Cc1ccccc1OC(C)C(=O)NCCC1=CCCCC1 (stereo not given) | -1 | -2 | -5 | 5 | 98 | -7 | -3 | -42 | -3.2 | -3
CCOc1ccc(CN(C)C(=O)CNC(=O)c2cc(OC)c(OC)c(OC)c2)cc1 | 2 | 3 | 3 | -3 | 94 | -6 | 11 | -16 | -0.7 | 1
Cc1cc2cc(CNC(=O)NC3CCCCC3)ccc2[nH]1 | 13 | 2 | -4 | 4 | 100 | 14 | 1 | -1 | -1.2 | 11
COc1ccc(OCc2cc(C(=O)NCC(C)(C)N3CCOCC3)no2)c(Cl)c1 | 18 | 1 | 1 | 8 | 95 | 2 | 1 | -32 | -2.2 | -1
COc1ccc(Cl)cc1NC(=S)NCCc1c[nH]c2ccccc12 | 20 | 0 | -6 | 3 | 110 | 8 | 3 | 3 | -0.4 | -7
COC(=O)C1=C(C(=O)OC)C(c2cc(Cl)ccc2O)c2sc(=O)[nH]c2S1 (stereo not given) | 13 | -1 | -4 | -1 | 100 | -5 | 7 | nt | -2.6 | -4

Next section
SMILES | MC4R antag cAMP | Glyco luc inh | HTR2A ag | NOD2 RIPK2 PPI | ABCB6 inh MLPCN | ABHD5 PLIN5 PPI | TLR9-MyD88 block | NCOA2 inhibitor | MC4R barr agon | Cardio protect
O=C(CSc1ncnc2nc[nH]c12)Nc1nnc(SCc2ccc(Cl)c(Cl)c2)s1 | 14 | 1 | -3 | 0 | 105 | 3 | 3 | -17 | 16* | 6
O=[N+]([O-])c1ccc(S(=O)(=O)NCC2CC3CCC2C3)cc1 (stereo not given) | 16 | -3 | 1 | 2 | 105 | 1 | 1 | 11 | 4.8 | -11
CCOc1ccc2nc(SCC(=O)NCc3ccc(S(N)(=O)=O)cc3)[nH]c2c1 | -3 | 1 | 6 | -2 | 101 | 1 | -3 | 4 | 0.6 | -5
COc1ccccc1C(=O)N/C(=C\c1cn(S(=O)(=O)N(C)C)c2ccccc12)C(=O)N1CCOCC1 | 1 | 1 | 4 | -4 | 92 | 2 | 4 | 5 | -0.5 | 15
COc1ccc2c(c1)oc(=O)c1ccccc12 | -3 | 2 | -2 | -26 | 96 | 1 | 1 | -72 | 0.6 | -3
CCOCC(=O)Nc1ccccc1C(=O)O | 30* | 1 | 2 | -4 | 94 | 2 | 6 | -17 | -1.2 | 1
Cc1cc(NC(=O)CSc2cn(CCNC(=O)c3ccc(Cl)cc3)c3ccccc23)no1 | 7 | -1 | -2 | -7 | 90 | 2 | -11 | 16 | -0.2 | 0
COCCNC(=O)COc1cccc2c1OC(C)(C)C2 | -6 | 1 | 1 | -4 | 94 | 2 | 0 | -15 | 0.4 | -4

Compound activity as filed in PubChem.
